# TbREL1 primary = TbREL1 inhibition, primary screen; P86926; TbREL1 RNA ligation, FRET fluorescence; inhibition, % at 9.66 µM; actives 0.49% (n = 89,000); AID 1117264;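 active means inhibition above the mean inhibition across all screened compounds plus 3 SD, cut at about 11% in these data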;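 further: 0% = plate median of test wells and 100% = NSC42067 control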
# Target sequence (P86926 whole entry, looked up): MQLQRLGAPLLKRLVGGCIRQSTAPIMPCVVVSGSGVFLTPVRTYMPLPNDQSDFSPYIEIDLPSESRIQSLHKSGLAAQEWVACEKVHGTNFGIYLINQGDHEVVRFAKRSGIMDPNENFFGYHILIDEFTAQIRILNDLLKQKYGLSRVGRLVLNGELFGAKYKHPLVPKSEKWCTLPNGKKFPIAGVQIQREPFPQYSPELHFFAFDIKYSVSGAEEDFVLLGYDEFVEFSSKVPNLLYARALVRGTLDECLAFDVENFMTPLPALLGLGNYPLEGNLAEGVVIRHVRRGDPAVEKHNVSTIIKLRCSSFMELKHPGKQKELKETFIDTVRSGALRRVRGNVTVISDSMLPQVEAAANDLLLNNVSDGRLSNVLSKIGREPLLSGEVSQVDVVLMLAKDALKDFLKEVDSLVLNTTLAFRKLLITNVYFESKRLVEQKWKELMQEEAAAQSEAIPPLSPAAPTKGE
# * = called active by the depositor. Not all compounds are listed. The share of hits here may be higher or lower than overall.
SMILES,TbREL1 primary
CCCNC(=O)C1(CC2CC(c3ccccc3)=NO2)CCN(C(=O)OC(C)(C)C)CC1 (stereo unspecified),-3
CCOc1ccccc1C(=O)Nc1cccc2cccnc12,8
C#CCOCCOCCOCCNc1nc(N2CCN(C(=O)CCCCCCCCCCNC(=O)[C@H](CO)n3cc(CCCSC)nn3)CC2)nc(N2CCN(C(=O)CCCCCCCCCCNC(=O)[C@H](CO)n3cc(CCCSC)nn3)CC2)n1,-6
O=C(CN1C(=O)C2C3C=CC(C3)C2C1=O)NCC1COc2ccccc2O1 (stereo unspecified),1
COc1cc(OC)cc(C(=O)N=c2sc3ccccc3n2C)c1,0
CCOc1ccc2nc(N3C(=O)C(O)=C(C(=O)c4ccco4)C3c3ccco3)sc2c1 (stereo unspecified),4
CN(C(=O)c1ccc(F)c(S(=O)(=O)N2CCOCC2)c1)C1CCCCC1,1
Cc1cccc(N2C(=O)CC(Sc3ncn[nH]3)C2=O)c1 (stereo unspecified),-5
C=CCNC(=O)c1onc(CSc2nc3ccccc3[nH]2)c1C(=O)NCC=C,-1
COc1cc(-n2c(C)nc3cc(C(=O)NCc4ccco4)ccc32)cc(OC)c1OC,0
CC1Cn2c(nnc2-c2cccc(Cl)c2)S1 (stereo unspecified),3
Cc1cccc(NC(=O)CCC2CCN(C(=O)C3CC=CCC3)CC2)c1 (stereo unspecified),-2
COc1ccccc1C(=O)N1CCN=C1SC,-1
O=C(Nc1ccccc1)OCCc1ccccn1,0
Cc1cccc(N(CC(=O)N2CCCC2)S(=O)(=O)c2ccccc2)c1,-2
O=C(NCC(c1ccccc1)c1ccccc1)[C@H](Cc1c[nH]c2ccccc12)NC1(C(=O)NC2CCCCC2)CCCCCC1,2
CCN1CCN(C(CNS(=O)(=O)c2ccccc2)c2cccnc2)CC1 (stereo unspecified),7
CCC(Oc1ccccc1)C(=O)N1CC(C)CC(C)C1 (stereo unspecified),-1
COc1ccc(NC(=O)N(C)C[C@H]2Oc3ccc(NS(=O)(=O)c4c(C)noc4C)cc3C(=O)N([C@H](C)CO)C[C@@H]2C)cc1,0
COC(C(=O)Nc1ccnn1C1CCN(Cc2ccc(CO)o2)CC1)c1ccccc1 (stereo unspecified),1
COCCN(C(=O)COC(=O)c1cccs1)c1c(N)n(Cc2ccccc2)c(=O)[nH]c1=O,-2
O=C(NCCc1ccccc1)C1CCN(S(=O)(=O)c2cccc3nsnc23)CC1,7
Cc1ccccc1OCC(O)Cn1c(NCCN(C)C)nc2c1c(=O)n(C)c(=O)n2C (stereo unspecified),-4
COc1ccc2oc(=O)c(C(=O)N3CCc4ccccc43)cc2c1,0
CCOc1cc(C)c(S(=O)(=O)Nc2ccc(F)cc2)cc1C,1
# More entries follow.
SMILES,TbREL1 primary
CCC(C)NC(=O)C1c2ccccc2C(=O)N1Cc1cc(OC)ccc1OC (stereo unspecified),-1
Cc1cccc(OCC(=O)NNC(=O)Cn2c(=O)cnc3ccccc32)c1,-1
Cc1cc(C)cc(NC(=S)N2CCC(N(C)CC3CCCO3)CC2)c1 (stereo unspecified),-5
CSc1ccc(C2Nc3ccccc3-c3cc(C)nn32)cc1 (stereo unspecified),1
CCOC(=O)[C@]12CCCC=C1N(Cc1ccc(OC)cc1)C(=O)[C@@H]2CC(=O)N1CCCC1,-2
COc1cccc(NC(=O)N2CCCCCC2)c1,5
Cc1nn(C(C)C(=O)NCC2CCCO2)c(C)c1[N+](=O)[O-] (stereo unspecified),2
CCn1c(C(C)NS(=O)(=O)c2ccc(Cl)cc2)n[nH]c1=S (stereo unspecified),-6
COc1ccc(-n2nnnc2C(CCSC)N2CCN(C/C=C/c3ccccc3)CC2)cc1 (stereo unspecified),-4
C[C@H](CO)N1C[C@H](C)[C@H](CN(C)S(=O)(=O)c2ccccc2)OCc2ccccc2-c2c(n(C)c3ccccc23)C1=O,0
COc1ccc(N2CCN(C(=O)COC(=O)COc3cccc(C(F)(F)F)c3)CC2)cc1,-5
Cc1sc(NC(=O)C2CCCCC2C(=O)O)c(C(N)=O)c1-c1ccc(C(C)(C)C)cc1 (stereo unspecified),-5
O=S(=O)(c1ccc(Cl)cc1)N1CCC(N2CCCCCC2)CC1,2
O=C(N/N=C/c1ccc(F)c(F)c1)c1cccc(S(=O)(=O)N2CCCCC2)c1,5
CCOc1ccccc1OCCCOc1ccc(C)cc1Cl,-3
COc1ccc(-c2noc(C3CCCN(C(=O)CCc4ccccc4)C3)n2)cc1 (stereo unspecified),7
COc1ccc(N(CC(=O)O)S(=O)(=O)c2cccnc2)cc1,2
CCC1=NN(C(=O)C(=O)NCCc2ccccc2)C(O)(C(F)(F)F)C1 (stereo unspecified),0
Cn1c(CCC(=O)OCC(=O)NCc2ccccc2Cl)nc(=O)c2ccccc21,0
NNC(=O)Cn1c(-c2nonc2N)nc2ccccc21,6
COc1cc(-c2nc(S(=O)(=O)c3ccc(C)cc3)c(N(C)C)o2)cc(OC)c1OC,-1
Cc1ccc(Nc2ncnc(N)n2)cc1,5
CC(C)NS(=O)(=O)c1ccc(NC(=O)C(C)OC(=O)C2CCC2)cc1 (stereo unspecified),-4
O=C(COC(=O)Cc1ccsc1)Nc1cccc(F)c1,2
Cc1nnc(SCC(=O)Nc2ccc(F)cc2F)n(N)c1=O,0
# Next part.
SMILES,TbREL1 primary
C/C=C/C(=O)N1CCc2cc(S(=O)(=O)N(C)Cc3ccco3)ccc21,-5
O=S(=O)(c1ccc2c(c1)OCCO2)N1CCCN(S(=O)(=O)c2c(F)cccc2F)CC1,-1
O=C1CC(Cc2ccc(Cl)cc2)C(=O)N1c1ccccn1 (stereo unspecified),-1
COc1ccccc1-c1csc(C(NC(C)=O)c2cccc(F)c2)n1 (stereo unspecified),-2
O=C1C=C(c2ccnc3cc(Cl)ccc23)C[C@@H](c2ccc3c(c2)OCO3)C1,3
COc1ccc(CCN2C(=O)CC(NNC(=O)c3cccc(O)c3)C2=O)cc1 (stereo unspecified),5
O=C(Nc1ccccn1)C1CCN(C(=O)Nc2ccccc2)CC1,0
Nc1nnc(-c2cccc([N+](=O)[O-])c2)s1,-1
CCOC(=O)CC(=O)CSc1ccc2nnc(-c3cccc(F)c3)n2n1,-3
COc1cc(F)ccc1-c1csc(C(NC(C)=O)c2cccc(F)c2)n1 (stereo unspecified),-2
CC1(c2ccc(Cl)cc2)NC(=O)N(CC(=O)N2CCCC2)C1=O (stereo unspecified),-1
COC(=O)[C@]12C(=O)NC[C@H](CN1c1ccc(C(F)(F)F)cc1)N2C,-2
O=C(Nc1nccs1)C1CC(=O)N(c2ccccc2Cl)C1 (stereo unspecified),3
Cc1ccc(-c2cc(N)n(-c3ccc(C)cc3)n2)cc1,-2
Cc1ccc2cc(CCNC(=O)C(C)C)c(=O)[nH]c2c1C,0
Cc1cccc(NC(=O)c2ccco2)c1C,-1
CCCN(C(=O)CSc1nc(C2CC2)n(-c2ccccc2)n1)C1CCS(=O)(=O)C1 (stereo unspecified),3
CC1(C)Cc2c(c(-c3ccco3)[nH]c(=O)c2C#N)CO1,5
O=C(NCC1CCCO1)c1ccc2c(=O)n(CC3CCCO3)c(=S)[nH]c2c1 (stereo unspecified),-1
CCCN(CCC)CCCNC(=O)c1cc2c(=O)n(C)c3ccccc3c2n1C,5
Cc1cc(C)cc(N(CC(=O)NC2CCCC2)C(=O)CCC(=O)Nc2cc(C)on2)c1,0
CC(=O)c1c(C)nc(-c2ccc(OCC(=O)Nc3ccc(F)cc3)cc2)n1O,-2
Cn1c(=O)c2cc(S(=O)(=O)N3CCN(Cc4ccccc4)CC3)ccc2n(C)c1=O,4
O=C(Nc1cc(=O)c2ccccc2o1)N1CCCCC1,-1
COc1ccc(C(C(=O)NCC2CCCO2)N(Cc2cccs2)C(=O)c2snc(C(N)=O)c2N)cc1OC (stereo unspecified),1
# Remaining list, next part.
SMILES,TbREL1 primary
O=C(Nc1ccc(F)cc1)Nc1c(-c2ccc(F)cc2)nc2ncccn12,6
O=c1cc(-c2ccccc2O)nc(-c2ccccc2)[nH]1,5
CCCOc1cccc(C(=O)Nc2ccccc2C(=O)N2CCN(C)CC2)c1,1
O=C(C1=C[C@H](c2ccc(Br)cc2)C[C@H](OCCCCO)O1)N1CCOCC1,2
O=C(CSc1cccc(C(F)(F)F)c1)Nc1ccc(Cl)cc1Cl,2
COc1ccc(CCN2CNc3c(c(=O)n(C)c(=O)n3C)C2)cc1,-1
CN(C)C(CNC(=O)c1ccc2ccccc2c1)c1ccco1 (stereo unspecified),0
CCC/C=N/NC(=O)c1ccccc1O,2
Cc1ccc(S(=O)(=O)N(C)C[C@H]2OCc3cn(nn3)CCCC(=O)N([C@H](C)CO)C[C@@H]2C)cc1,0
O=C1/C(=C\c2ccc(C(F)(F)F)cc2)CSc2sccc21,5
CC(C)N(C(=O)CSc1ccc(S(=O)(=O)N2CCCCC2)cn1)C(C)C,4
COc1ccc(Cn2c(SCC(=O)NCc3ccco3)nc3ccsc3c2=O)cc1,-2
O=C(NCC1CCCN1S(=O)(=O)c1cccs1)C(=O)Nc1cccc(F)c1 (stereo unspecified),1
COc1cccc(Nc2nc(Nc3ccc(Cl)c(C(=O)O)c3)nc(C)c2[N+](=O)[O-])c1,2
CCn1nccc1C(=O)Nc1nccs1,0
COC(=O)c1c(N2C(=O)[C@H]3[C@@H](C2=O)[C@]2(C(=O)Nc4c(C)cc(C)cc42)N2CCC[C@@H]32)sc(C)c1C,-4
O=C1C=C(NCc2ccc(Cl)cc2)CCC1,-3
O=C(Cc1cccs1)Nc1nnc(-c2ccccc2)s1,10
CC(CCc1ccccc1)NC(=O)COC(=O)c1cccs1 (stereo unspecified),-1
Cc1cc(=O)[nH]c(SCC(=O)Nc2ccc(F)cc2F)n1,5
COc1cccc(NC(=O)Nc2cccc(C(=O)O)c2)c1,3
Cc1nc(=O)c(-c2ccccc2)c(C)n1-c1ccc(O)cc1,-3
Cc1[nH]c2ccccc2c1C(=O)CSC(=S)N1CCOCC1,0
Cc1ccc(-c2csc3ncnc(SCC(=O)Nc4nnc(C)s4)c23)cc1,-3
CCN(C(=O)CSc1nnnn1C)c1c(N)n(Cc2ccccc2)c(=O)[nH]c1=O,1

# Reprinted from the part before: two entries, then new ones.
SMILES,TbREL1 primary
Cc1ccc(-c2csc3ncnc(SCC(=O)Nc4nnc(C)s4)c23)cc1,-3
CCN(C(=O)CSc1nnnn1C)c1c(N)n(Cc2ccccc2)c(=O)[nH]c1=O,1
CCOC(=O)[C@H]1[C@H]2COc3ccccc3[C@@H]2N2C(=O)c3cc(F)ccc3NC(=O)[C@@]12C,0
Cc1ccc(N2CCCCn3c2nc2c3c(=O)n(CC(=O)O)c(=O)n2C)cc1,-3
Cc1ccc(O)c(CNn2cnnc2)c1,1
O=C1c2ccccc2C2=Nc3ccccc3SC(c3ccccc3F)C12 (stereo unspecified),7
Cc1sc(NC(=S)NC(=O)c2ccccc2)c(C#N)c1C,1
CCOC(=O)CSc1nncc2ccc(OC)c(OC)c12,0
CCOc1ccc(CCNc2cc(C)nc3ncnn23)cc1OCC,5
CCCSc1nnc(Cc2cc(=O)[nH]c(=O)[nH]2)n1-c1cc(C)ccc1C,-1
CSc1ncccc1C(=O)NCC1CCCCC1,-2
Oc1oc(-c2ccco2)nc1C=Nc1cccc(Cl)c1,7
COc1ccccc1-n1cnc2cc(NS(=O)(=O)c3ccccc3)ccc21,1
CSc1ccccc1NC(=O)CN(C)C(=O)CNC(=O)c1ccc(Oc2ccccc2)cc1,-3
COc1ccc(C)cc1Nc1n[n+](-c2ccccc2)c(-c2ccc(SC)cc2)s1,11
COc1cccc(OC)c1NC(=O)C1CCCN1C(=O)Nc1ccccc1F (stereo unspecified),-2
O=[N+]([O-])c1cccc(C2=NCCC(c3ccccc3)O2)c1 (stereo unspecified),9
O=C(CC1CCCC1)N1CCN(S(=O)(=O)c2cccc(F)c2)CC1,-2
O=C(O)CCCn1ccc2cc(S(=O)(=O)N3CCCC3)ccc21,-2
Cc1ccc(CNC(=O)C2CCCN2C(=O)Nc2ccc(C)cc2)cc1 (stereo unspecified),0
Cc1ccc(C2=CC(c3ccccc3)n3ncnc3N2)c(C)c1 (stereo unspecified),-1
COc1ccc(-c2ccc(SCC(=O)N3c4ccccc4CC3C)nn2)cc1OC (stereo unspecified),-5
Cc1ccc(C)c(S(=O)(=O)N2CCN(C(=O)CN3C(=O)NC(C)(C)C3=O)CC2)c1,-5
O=C(CNC(=O)c1ccc(Br)o1)NCC1COc2ccccc2O1 (stereo unspecified),6
O=C1C=C(c2ccc(F)c(Cl)c2)C[C@@H](c2ccc(F)cc2)C1,3
O=C(OCc1ccccc1)C1=NNC2C(=O)N(Cc3ccccc3)C(=O)C12 (stereo unspecified),-2

# Ordered by length of the SMILES (descending): some entries from above
SMILES,TbREL1 primary
CCOC(=O)[C@H]1[C@H]2COc3ccccc3[C@@H]2N2C(=O)c3cc(F)ccc3NC(=O)[C@@]12C,0
CSc1ccccc1NC(=O)CN(C)C(=O)CNC(=O)c1ccc(Oc2ccccc2)cc1,-3
CCCSc1nnc(Cc2cc(=O)[nH]c(=O)[nH]2)n1-c1cc(C)ccc1C,-1
O=C1C=C(c2ccc(F)c(Cl)c2)C[C@@H](c2ccc(F)cc2)C1,3
COc1ccccc1-n1cnc2cc(NS(=O)(=O)c3ccccc3)ccc21,1
O=C(CC1CCCC1)N1CCN(S(=O)(=O)c2cccc(F)c2)CC1,-2
Cc1ccc(CNC(=O)C2CCCN2C(=O)Nc2ccc(C)cc2)cc1 (stereo unspecified),0
O=[N+]([O-])c1cccc(C2=NCCC(c3ccccc3)O2)c1 (stereo unspecified),9
O=C1c2ccccc2C2=Nc3ccccc3SC(c3ccccc3F)C12 (stereo unspecified),7
O=C(CNC(=O)c1ccc(Br)o1)NCC1COc2ccccc2O1 (stereo unspecified),6
Cc1sc(NC(=S)NC(=O)c2ccccc2)c(C#N)c1C,1
CCOc1ccc(CCNc2cc(C)nc3ncnn23)cc1OCC,5
Oc1oc(-c2ccco2)nc1C=Nc1cccc(Cl)c1,7
CCOC(=O)CSc1nncc2ccc(OC)c(OC)c12,0
CSc1ncccc1C(=O)NCC1CCCCC1,-2
Cc1ccc(O)c(CNn2cnnc2)c1,1

# Screening results as filed in PubChem BioAssay.
